BLM helicase inh = inhibitors of human Bloom syndrome helicase BLM | P54132 | recombinant BLM DNA unwinding, fluorescence dequenching | Potency, µM (series often up to 56.1 µM), inactives show at the highest dose activity change, negative = inhibition, usual class: inhibitors | 350,000 tested, 0.2% active | AID 2528;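 further: plate controls were vehicle for no effect and no enzyme for full effect; nearly all actives have a fitted effect of over 35% in size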
Pin1 inhibitor = blocks the human prolyl isomerase Pin1; Pin1 FP peptide displacement, HiFluor488, 10 min; AID 504891; Q13526; 390,000 tested, 0.009% active; Potency, µM (highest dose often 115 µM), for the others: top-dose activity, negative = inhibition, most hits filed as inhibitors; active means well fitted inhibition curve with a large enough effect in the polarisation, with a control signal flat, not every such curve was filed as active; inconclusive means small, poorly fitted or top-dose-only effect, or effect the other way, or a change in a side signal; inactive means no such curve, though single readings can be large or run the other way; the % refers to the polarisation; further: on the % scale 0 is the no-effect control and ±100 the full control effect
Target sequence (Q13526 whole entry, looked up): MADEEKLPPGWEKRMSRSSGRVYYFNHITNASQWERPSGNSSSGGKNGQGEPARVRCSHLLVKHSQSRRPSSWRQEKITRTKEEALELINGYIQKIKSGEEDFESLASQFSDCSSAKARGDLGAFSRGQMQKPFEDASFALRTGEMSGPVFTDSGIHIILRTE
JMJD2A Tudor inh = inhibitors of human JMJD2A Tudor domain; O75164; AlphaScreen JMJD2A-Tudor / H3K4me3 peptide binding; Potency, µM (top dose mostly 114 µM), for the others: at the highest dose activity change, negative = inhibition, hits mostly inhibitors; 390,000 tested, 4.4% active; AID 504339; further: on the % scale 0 is the no-effect control and ±100 the full control effect; nearly all actives have a fitted effect of over 50% in size
Pol iota inh = blocks human DNA polymerase iota activity. Pol iota fluorescent replication assay, 10 min. Potency, µM (highest dose often 115 µM), for the others: top-dose activity, negative = inhibition, hits mostly inhibitors. 390,000 tested, 1% active
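Fluorescent replication assay read twice, at 0 min and 10 min after adding 50 nM (final) substrate. Enzyme (10 nM) and compounds were first incubated 15 min at room temperature; enzyme-free buffer wells were negative controls.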
GLS inhibitor = glutaminase GLS (human) inhibition; AID 624170; Potency, µM (titrated, usually from 45.5 µM), for inactives: top-dose activity change, negative = inhibition, usual class: inhibitors; GLS enzymatic activity, qHTS titration; 410,000 tested, 0.21% active; O94925; further: on the % scale 0 is the no-effect control and ±100 the full control effect
Target sequence (O94925 whole entry, looked up): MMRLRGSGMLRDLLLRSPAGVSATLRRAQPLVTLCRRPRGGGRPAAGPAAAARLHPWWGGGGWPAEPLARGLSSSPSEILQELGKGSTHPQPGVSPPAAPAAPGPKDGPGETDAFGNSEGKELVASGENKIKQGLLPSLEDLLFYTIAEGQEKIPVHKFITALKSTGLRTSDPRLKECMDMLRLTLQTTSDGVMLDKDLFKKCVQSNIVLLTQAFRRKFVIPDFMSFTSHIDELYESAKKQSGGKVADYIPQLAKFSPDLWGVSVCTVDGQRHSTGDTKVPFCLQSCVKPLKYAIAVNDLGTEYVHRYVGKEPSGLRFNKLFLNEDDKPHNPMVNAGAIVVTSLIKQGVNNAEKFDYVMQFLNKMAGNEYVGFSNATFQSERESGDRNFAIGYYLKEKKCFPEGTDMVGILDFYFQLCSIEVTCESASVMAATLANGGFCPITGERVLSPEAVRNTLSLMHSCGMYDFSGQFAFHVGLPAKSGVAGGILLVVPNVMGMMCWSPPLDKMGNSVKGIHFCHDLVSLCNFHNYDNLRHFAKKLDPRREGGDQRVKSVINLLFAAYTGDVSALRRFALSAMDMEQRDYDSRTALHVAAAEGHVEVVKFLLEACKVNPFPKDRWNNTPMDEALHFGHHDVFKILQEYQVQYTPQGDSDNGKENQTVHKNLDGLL
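Glutamate formation by hKGA was monitored fluorometrically using coupled glutamate oxidase, HRP and Amplex Red. Substrate was added as 1 mM L-glutamine solution; incubation was 30 min at RT after an initial read.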
BAZ2B block = BAZ2B (human) inhibition; Q9UIF8; AlphaScreen BAZ2B-H3K14Ac peptide displacement; Potency, µM (top dose mostly 114 µM), for the others: at the top dose activity change, negative = inhibition, usual class: inhibitors; 360,000 tested, 4.4% active; AID 504333; further: on the % scale 0 is the no-effect control and ±100 the full control effect; nearly all actives have a fitted effect of over 60% in size
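BAZ2B 50 nM plus b-H3(5-23)K14Ac 50 nM, PBS pH 7.4/0.01% Tween-20, 30 min RT; compound added (max 110 uM), 30 min RT; streptavidin donor/Ni-chelate acceptor beads 10 ug/mL final, 20 min dark; AlphaScreen read.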
PGK inhibitor = inhibitors of T. brucei phosphoglycerate kinase; Potency, µM (doses to about 57.5 µM), without a hit: top-dose activity change, negative = inhibition, hits mostly inhibitors; AID 602233; P07378; 380,000 tested, 0.043% active; PGK/GAPDH coupled, Kinase-Glo luminescence, 60 min; further: on the % scale 0 is the no-effect control and ±100 the full control effect; nearly all actives have a fitted effect of over 60% in size
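Recombinant glycosomal PGK reaction used 1,3-bisphosphoglycerate generated in-well by GAPDH (100nM final) in 100mM TEA pH 7.6, 5mM MgCl2, 0.01% Tween-20. After 60 minutes at room temperature, ATP was read by Kinase-Glo Plus luminescence end-point.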
G9a inh = G9a (human) methyltransferase inhibition | Q96KQ7 | G9a H3K9 monomethylation, AlphaScreen, 2 h | Potency, µM (doses to about 102 µM), without a hit: at the highest dose activity, negative = inhibition, actives largely listed as inhibitors | 350,000 tested, 8.8% active; further: on the % scale 0 is the no-effect control and ±100 the full control effect; nearly all actives have a fitted effect of over 75% in size
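Readings reflect AlphaScreen signal from monomethyl-H3K9 antibody detection. HMT at 20 nM; substrate b-H3K9 500 nM; cofactor SAM 20 uM; 2 h RT reaction; compounds tested as titrations in qHTS with 15 min preincubation.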
HP1b chromo inh = blocks HP1-beta chromodomain binding to methylated histone tails | Potency, µM (doses to about 114 µM), for the others: at the highest dose activity change, negative = inhibition, actives largely listed as inhibitors | AlphaScreen HP1-beta / biotin-H3K9me3 peptide binding | P83916 | 390,000 tested, 0.56% active; further: nearly all actives have a fitted effect of over 70% in size; inactives centre near 23
Target sequence (P83916 whole entry, looked up): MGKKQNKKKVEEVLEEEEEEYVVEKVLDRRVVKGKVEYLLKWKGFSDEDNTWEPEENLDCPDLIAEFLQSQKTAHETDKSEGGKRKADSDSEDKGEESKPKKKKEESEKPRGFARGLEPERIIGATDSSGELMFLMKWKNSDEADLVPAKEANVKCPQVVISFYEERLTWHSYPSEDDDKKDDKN
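AlphaScreen: HP1-beta (50 nM) preformed 30 min with biotin-H3(1-18)K9me3 peptide (50 nM) in PBS pH 7.4, 0.01% Tween-20. Compound added for 30 min at RT, then streptavidin donor/nickel chelate acceptor beads (10 ug/mL) for 30 min.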
Starred values were filed as active, the others as inactive; i = inactive; u = inconclusive; x = no result given; & = joins results of further samples; [ ] = remark or other dose. Unless noted, the call rests on the fitted dose curve; in most records, active means well fitted curve in the direction sought with a large enough effect; inconclusive means small, poorly fitted or top-dose-only effect, or another doubt; inactive means no such curve, though single readings can be large; an effect the other way counts as inactive or inconclusive. Potency means the concentration at half of the fitted maximal effect. Some of the compounds tested; rates above refer to the full screens.

Second line of a record – JMJD2A Tudor inh	GLS inhibitor	PGK inhibitor	BAZ2B block	HP1b chromo inh	Pol iota inh	BLM helicase inh	G9a inh	Pin1 inhibitor
CC(C)CC(=O)NC(=S)N(Cc1ccccc1)Cc1ccccc1
→ 1%	84%[activator]	0%	-20%	50%[activator]	108%[activator]	-10%	14%[59 µM]	-2%
CSCCC(=O)N1CCCC(N(C)CCc2ccccc2)C1 (centres undefined)
→ -21%	1%	5%	-9%	23%	-6%	-2%	-6%	0%
COc1ccc(/C=C(\NC(=O)c2ccc(Cl)cc2)C(=O)NCCCN2CCOCC2)cc1OC
→ -14%	1%	5%	-4%	12%	4%	-2%	7%	0%
Cc1ccc(CNC(=O)C2CCN(S(=O)(=O)c3ccc4nc5c(c(C(=O)O)c4c3)CC(C)CC5)CC2)cc1 (centres undefined)
→ 20%&-8%	3%&5%	-19%	-14%&-3%	44%&24%[activator]	u	0%&0%	-41%[59 µM]	-12%&-8%
CCOC(=O)Cc1c(C)nc2c(-c3ccccc3)c(C)nn2c1C
→ 25%	-8%	-7%	38%	71%	13%	-5%	36%[59 µM]	2%
CCOCCCNC(=O)CCCC1=NS(=O)(=O)c2ccccc2N1
→ 3%	2%	8%	-24%	62%[activator]	163%[activator]	3%	-5%	-7%
O=C(CS(=O)(=O)c1nc(-c2ccc(Cl)cc2)cn1-c1ccccc1)Nc1ccc(F)cc1F
→ u	-12%	-3%	u	-4%	u	-9%	-50%[59 µM]	13%
CCCCCC(=O)Nc1cc(S(=O)(=O)N2CCOCC2)ccc1N1CCN(C)CC1
→ -1%	-4%	i	-20%	26%	9%	-1%	u	-10%
CC(=O)Nc1ccc(NC(=O)c2cc(-c3cc(C)cc(C)c3O)n[nH]2)cc1
→ -21%	7%	x	-16%	16%	2%	-12%	32%[0.501 µM]	9%
O=C(/C=C/c1ccc(F)cc1)c1ccccc1Br
→ 30%	11%	i	51%[activator]	90%[activator]	-21%	-12%	0%	3%
CCc1ccc(OCC(=O)NC2CC(C)(C)NC(C)(C)C2)cc1
→ -8%	3%	3%	-20%	37%	14%	-3%	-2%	9%
Cc1ccc(NC(=S)NNS(=O)(=O)c2ccc3ccccc3c2)cc1Cl
→ u	-2%	-7%	-6%	u	19%	-6%	13%	-6%
Cc1ccc(NC(=O)C2CCCN2S(=O)(=O)c2ccc3c(c2)CCCC(=O)N3)cc1Cl (centres undefined)
→ -12%	9%	-8%	0%	21%	6%	1%	1%[59 µM]	-1%
COc1ccc(N2CC(O)=C(c3nc(-c4ccc(F)cc4)cs3)C2=N)cc1OC
→ -32%	5%	0%	-24%	-6%	78%[activator]	-7%	17%	0%
O=C(OCCOc1cccc(Cl)c1)c1ccc2ncsc2c1
→ 164%[activator]	-3%	-5%	148%[activator]	193%[activator]	114%[activator]	-11%	223%[activator]	0%
CCc1nc(OCc2ccccc2)c2sc3nc4c(cc3c2n1)COC(C)(C)C4
→ -10%	-4%	-5%	-4%	16%	5%[58.9 µM]	-8%	17%[12.7 µM]	-1%
CC(C)(C)C(=O)Cn1nnc(-c2ccc(C(F)(F)F)cc2)n1
→ -13%	1%	-3%	2%	53%[activator]	-3%	-11%	62%[activator]	3%
CCn1ncc(C2=NOC(C(=O)Nc3c(C)nn(Cc4ccc(F)cc4)c3C)C2)c1C (centres undefined)
→ -12%	-4%	0%	8%	2%	-6%	-1%	-16%	10%
Cc1cccc(C2CC(=O)Oc3c2c(=O)n(C)c2ccccc32)c1 (centres undefined)
→ -24%	7%	-7%	-13%	49%[activator]	7%	1%	9%[59 µM]	4%
CCOC(=O)C1CCCN(C(=O)c2ccc(OC)c([N+](=O)[O-])c2)C1 (centres undefined)
→ -18%[57.1 µM]	4%	i	-5%	u	0%	-7%	3%[59 µM]	-1%

Laid out differently: results already given.
JMJD2A Tudor inh,GLS inhibitor,PGK inhibitor,BAZ2B block,HP1b chromo inh,Pol iota inh,BLM helicase inh,G9a inh,Pin1 inhibitor,Compound
20%&-8%,3%&5%,-19%,-14%&-3%,44%&24%[activator],u,0%&0%,-41%[59 µM],-12%&-8%,Cc1ccc(CNC(=O)C2CCN(S(=O)(=O)c3ccc4nc5c(c(C(=O)O)c4c3)CC(C)CC5)CC2)cc1 (centres undefined)
25%,-8%,-7%,38%,71%,13%,-5%,36%[59 µM],2%,CCOC(=O)Cc1c(C)nc2c(-c3ccccc3)c(C)nn2c1C
3%,2%,8%,-24%,62%[activator],163%[activator],3%,-5%,-7%,CCOCCCNC(=O)CCCC1=NS(=O)(=O)c2ccccc2N1
u,-12%,-3%,u,-4%,u,-9%,-50%[59 µM],13%,O=C(CS(=O)(=O)c1nc(-c2ccc(Cl)cc2)cn1-c1ccccc1)Nc1ccc(F)cc1F
-1%,-4%,i,-20%,26%,9%,-1%,u,-10%,CCCCCC(=O)Nc1cc(S(=O)(=O)N2CCOCC2)ccc1N1CCN(C)CC1
-21%,7%,x,-16%,16%,2%,-12%,32%[0.501 µM],9%,CC(=O)Nc1ccc(NC(=O)c2cc(-c3cc(C)cc(C)c3O)n[nH]2)cc1

The listing picks up, starting two compounds before the break.
Second line of a record – JMJD2A Tudor inh	GLS inhibitor	PGK inhibitor	BAZ2B block	HP1b chromo inh	Pol iota inh	BLM helicase inh	G9a inh	Pin1 inhibitor
Cc1cccc(C2CC(=O)Oc3c2c(=O)n(C)c2ccccc32)c1 (centres undefined)
→ -24%	7%	-7%	-13%	49%[activator]	7%	1%	9%[59 µM]	4%
CCOC(=O)C1CCCN(C(=O)c2ccc(OC)c([N+](=O)[O-])c2)C1 (centres undefined)
→ -18%[57.1 µM]	4%	i	-5%	u	0%	-7%	3%[59 µM]	-1%
O=C(OC1CCOC1=O)c1cc(-c2cccs2)nc2ccccc12 (centres undefined)
→ 2%	14%	-5%	42%[activator]	20%	44%[activator]	-3%	0%	4%
COCCNC(=O)Cn1c(=O)oc2cc(S(=O)(=O)N3CC(C)CC(C)C3)ccc21 (centres undefined)
→ -1%	-3%	0%	-6%	42%[activator]	13%	1%	x	1%
NC(=O)Nc1ccc(Nc2ccccc2)cc1
→ -35%	9%	5%	u	-9%	17%	-1%	56µM*	0%
N#Cc1c(C(F)(F)F)cc(-c2cccs2)nc1SCC(=O)Nc1ccc(F)cc1
→ 0%	-2%	i	2%	46%[activator]	17%	-2%	-3%[59 µM]	14%
Cc1cc(C)cc(NC(=O)CSc2nc3sc4c(c3c(=O)[nH]2)CCCC4)c1
→ -15%	0%	-4%	-5%	42%[activator]	-5%	-15%	6%[59 µM]	0%
Cc1ccc(Cn2c(CNC(=O)CCc3ccccc3)nc3cccnc32)cc1
→ -11%	1%	i	4%	29%[57 µM]	24%	-2%	0%[59 µM]	25%
Cc1ccc2sc(NNC(=O)c3cc(=O)c4ccccc4o3)nc2c1C
→ 56µM*	29%	-2%	50µM*	u	u	7%	7.1µM*	26%
CC1CCN(C(=S)c2ccccc2O)CC1
→ u	12%	-9%	-1%	u	4%	-11%	u	7%
O=C1CCC/C(=N/NC(=O)c2ccc(CN3c4cccc5cccc(c45)S3(=O)=O)cc2)C1
→ -16%	-1%	-3%	6%	29%	u	-12%	17%[59 µM]	4%
Oc1ccccc1C1=Nc2nc3ccccc3n2C(c2ccccc2)C1 (centres undefined)
→ u	-6%	-7%	u	4%	10%	-4%	13µM*	6%
COC(=O)c1ccc(NC(=O)c2ccc(F)cc2)o1
→ 8%	0%	-1%	-15%	14%	-17%	-1%	6%[59 µM]	-1%
COc1ccc(NC(=O)CSc2nc(-c3ccc(C)cc3)cc(C(F)(F)F)c2C#N)cc1
→ -10%[57.1 µM]	4%	-7%	-2%[57.1 µM]	37%	23%	-2%	28%	22%
COC(=O)c1cc(NS(=O)(=O)c2ccc(N3CCOCC3)c([N+](=O)[O-])c2)cc(C(=O)OC)c1
→ u	13%	-5%	u	-4%	11%	-7%	u	0%
Cc1ccc(NC(=O)N(Cc2nc3ccccc3c(=O)[nH]2)Cc2cccs2)cc1
→ -14%	-2%	i	-3%	14%	30%[activator]	6%	7%[59 µM]	-4%
Cc1ccc(CN2CCN(C(=O)C3CCC3)CC2)cc1
→ 0%	-7%	11%	-5%	9%	-1%	2%	-2%[59 µM]	5%
Cc1cc(C)c2sc(N3CCN(C(=O)C4CC4)CC3)nc2c1
→ -4%	-8%	-3%	-3%	26%	11%	0%	8%[59 µM]	-11%
CCOc1cc(/C=C(\CC(=O)O)c2nc3ccccc3s2)ccc1OCC(=O)Nc1cccc(C(F)(F)F)c1
→ u	-3%	0%	x	28%	-14%	x	x	-22%
COc1ccccc1N(C)S(=O)(=O)c1ccc(C(=O)NC2CCCCCC2)cc1
→ -6%	1%	0%	-1%	29%	26%	-7%	x	1%
C=CCN([C@H](C(=O)OC)C(C)C)S(=O)(=O)CCNCc1ccccc1
→ -1%	-8%	-10%	x	26%	-3%&9%	x	x	-4%
O=C(CCC(=O)Nc1cccnc1)Nc1cccnc1
→ -14%	-10%	-1%	x	21%	1%	x	x	-1%
